High-throughput results: PubChem BioAssay, Broad Institute
esBAF inh: Bmi1 luciferase reporter increase in mESCs, primary screen, esBAF inhibitor project, mouse ES cells, Bmi1 luciferase knock-in, single point. 24 h; 100% = twice the neutral-well signal. reporter increase, % at 12.5 µM. 350,000 tested, 2% active; in the data active means activation above about 40%; inconclusive means no clear call, values can overlap the other calls;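 further: 0% = median of the plate's neutral control wells and 100% = double that signal; a rise in the Bmi1 reporter signal indicates esBAF inhibition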
ARNT TACC3 PPI: disruptors of ARNT/TACC3 protein interaction, primary screen, biochemical, AlphaScreen, single concentration; AlphaScreen His-ARNT PAS-B/GST-TACC3 binding, luminescence; TACC3 fragment carries E629A point mutation; inhibition, % at 9.99 µM; AID 623870, 2012; 390,000 tested, 0.66% active; Transforming acidic coiled-coil-containing protein 3 (Homo sapiens), Q9Y6A5;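 active means mean inhibition of replicates at least 50% and at least half of replicates each reaching 50%; inconclusive means half or more replicates reach 50% but mean below 50%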;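 further: 0% = complete ARNT plus TACC3 wells and 100% = ARNT alone without TACC3; many hits fall short of the cut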
ERAP1 inh: human ERAP1 aminopeptidase inhibitors, primary screen, biochemical, single point, plate reader; Endoplasmic reticulum aminopeptidase 1 (Homo sapiens), Q9NZ08; recombinant ERAP1, Leu-AMC fluorescence, 60 min; inhibition, % at 10.7 µM; 340,000 tested, 0.15% active; AID 652197, 2013;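 active means mean replicate inhibition of at least 30%, or all replicates individually reaching that 30% level; inactive means mean below 30% and not every replicate reaching it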;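 further: 0% = neutral control wells and 100% = L-leucinethiol positive control wells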
RAD52 inh: RAD52 DNA annealing inhibitors, primary screen, biochemical, FRET, single point, set 2; DNA repair protein RAD52 homolog (Homo sapiens), P43351; recombinant RAD52 DNA annealing, FRET fluorescence; inhibition, % at 18.7 µM; 360,000 tested, 0.46% active;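 active means every replicate showing at least 50% inhibition; inconclusive means mean inhibition at least 50% but not in every replicate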
Target sequence (P43351 whole entry, looked up): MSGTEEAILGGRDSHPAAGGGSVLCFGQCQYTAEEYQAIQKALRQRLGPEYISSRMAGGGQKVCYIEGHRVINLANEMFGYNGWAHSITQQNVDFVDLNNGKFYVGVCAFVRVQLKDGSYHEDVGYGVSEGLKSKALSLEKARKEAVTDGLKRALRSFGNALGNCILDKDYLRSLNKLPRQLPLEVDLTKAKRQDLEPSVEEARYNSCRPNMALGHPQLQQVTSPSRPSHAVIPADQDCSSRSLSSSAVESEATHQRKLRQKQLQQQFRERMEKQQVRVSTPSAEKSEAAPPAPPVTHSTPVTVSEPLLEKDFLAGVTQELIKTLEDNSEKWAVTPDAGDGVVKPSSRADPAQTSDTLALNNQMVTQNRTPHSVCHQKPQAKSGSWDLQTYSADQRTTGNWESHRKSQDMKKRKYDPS
F508del corr: F508del CFTR correction, initial screen, CFBE line, single point | activity (quench increase), % at 7.58 µM | CFBE cells, YFP halide quenching; stimulated with forskolin plus potentiator P3; % fluorescence drop versus neutral controls | AID 720511, 2013 | 350,000 tested, 0.36% active;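 active means mean added fluorescence quench of at least 8% versus neutral control, with both replicates also reaching 8%; inconclusive means only one of the mean or replicate conditions met; inactive means mean below 8% and not both replicates reaching 8%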;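 further: cells transiently co-express mutant CFTR-F508del with the halide-sensitive YFP; corrector assay measuring rescue of mutant channel to the surface after 24 h compound exposure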
INS-1E GSIS act: GLuc luminescence reporter in INS-1E cells, primary screen for activators of glucose-dependent secretion of insulin. INS-1E GLuc reporter insulin secretion, 2-3 h. activation, % at 16.6 µM. 370,000 tested, 0.61% active;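 active means lowest replicate activation of at least 40%, so every replicate reaches that level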;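 further: 0% = median of neutral control wells and 100% = median of IBMX positive control wells; some compounds called inactive have numbers as strong as hits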
An asterisk follows results filed as active; u = inconclusive; x = not tested or not shown. An excerpt; count on the stated rates, not on these rows.

SMILES	esBAF inh	ARNT TACC3 PPI	ERAP1 inh	RAD52 inh	F508del corr	INS-1E GSIS act
O=C(NCCc1ccccc1)C(NS(=O)(=O)c1cccc2nsnc12)c1ccccc1 (stereo unspecified)	3	-11	x	x	x	-19
COc1cccc(-c2cc(C(=O)Nc3cc(C)nn3-c3ccccc3)no2)c1	-2	-5	x	x	x	34
COc1cc(NC(=O)C2CCCCC2)c(OC)cc1NC(=O)c1ccco1	-3	14	x	x	x	3
COc1ccc(OC)c(NC(=O)C2CCN(S(=O)(=O)c3cccs3)CC2)c1	-9	-3	x	x	x	-7
CCCc1nc2scc(-c3ccccc3)c2c(=O)n1N	5	0	x	x	x	1
C=CCN1C(=O)C(C(C)CC)NC1=S (stereo unspecified)	-9	-11	x	x	x	6
Cn1c(=O)oc2cc(S(=O)(=O)NCCC(=O)NCCc3ccc(Cl)cc3)ccc21	9	28	x	x	x	-4
O=C(COc1ccccc1CNCc1ccccc1)Nc1ccccc1	3	5	x	x	x	8
O=c1nc2ccccc2c2n1CC(CN1CCN(c3ccccc3F)CC1)N2 (stereo unspecified)	-1	5	x	x	x	2
COC(=O)/C=c1\sc2ncnn2c1=O	2	-8	x	x	x	-44
C/C(=N\NC(=O)C(C)Oc1ccc([N+](=O)[O-])cc1)c1ccccn1 (stereo unspecified)	-28	54*	x	x	x	-2
CCN(CC)c1ccc(C=N/C(C#N)=C(\N)C#N)cc1	39	14	x	x	x	2
Cc1ccc(C2NC(=O)c3c(sc4c3CCN(C)C4)N2)s1 (stereo unspecified)	19	2	x	x	x	8
COC(=O)c1c(NC(=O)c2ccco2)sc(C(=O)N(C)C)c1C	1	-1	x	x	x	13
O=C(NCCCN1CCCC1=O)c1cccc(C(F)(F)F)c1	-3	-14	x	x	x	-10
CN(C)c1ccc(NC(=O)CSc2nnc(-c3cccs3)n2Cc2ccco2)cc1	17	5	x	x	x	-4
Cc1cccc(N(CC(=O)NC2CCCC2)C(=O)CCCC(=O)Nc2ccccn2)c1	-4	-4	x	x	x	-4
CS(=O)(=O)N1CCC(C(=O)Nc2ccc3c(c2)OCCO3)CC1	-5	-2	x	x	x	-2
CC(=O)Nc1ccc(S(=O)(=O)Nc2cccc(NC(=O)C(C)(C)C)c2)cc1	2	1	x	x	x	-8
O=S(=O)(NCc1ccc2c(c1)OCO2)c1ccc2oc3ccccc3c2c1	2	6	x	x	x	-13
Cc1cc(C)n(-c2nc(NCCC(C)C)c3c4c(sc3n2)COC(C)(C)C4)n1	1	-1	x	x	x	-25
O=C(Nc1ccn(Cc2ccccc2F)n1)c1ccc(COc2ccc(Br)cc2)cc1	6	4	x	x	x	0
Cc1cccnc1NC(=O)C12CCC(C)(C(=O)O1)C2(C)C (stereo unspecified)	-1	3	x	x	x	9
Cn1c(=O)cc(SCC(=O)NCC2CCCO2)c2ccc(Cl)cc21 (stereo unspecified)	2	3	x	x	x	15
O=c1[nH]c(N/N=C/c2ccccc2)nc2ccccc12	4	-9	x	x	x	-7

5 compounds drawn at random from those above:
SMILES	esBAF inh	ARNT TACC3 PPI	ERAP1 inh	RAD52 inh	F508del corr	INS-1E GSIS act
Cn1c(=O)oc2cc(S(=O)(=O)NCCC(=O)NCCc3ccc(Cl)cc3)ccc21	9	28	x	x	x	-4
Cn1c(=O)cc(SCC(=O)NCC2CCCO2)c2ccc(Cl)cc21 (stereo unspecified)	2	3	x	x	x	15
COC(=O)/C=c1\sc2ncnn2c1=O	2	-8	x	x	x	-44
C=CCN1C(=O)C(C(C)CC)NC1=S (stereo unspecified)	-9	-11	x	x	x	6
C/C(=N\NC(=O)C(C)Oc1ccc([N+](=O)[O-])cc1)c1ccccn1 (stereo unspecified)	-28	54*	x	x	x	-2

Additional structures follow.
SMILES	esBAF inh	ARNT TACC3 PPI	ERAP1 inh	RAD52 inh	F508del corr	INS-1E GSIS act
COc1ncnc2sc3c(c12)CCCC3	-13	-9	x	x	x	26
CCCCOC(=O)n1c(SCC(=O)N(CC)CC)nc2ccccc21	13	-1	x	x	x	-24
O=[N+]([O-])c1cc(-c2nc(-c3ccncc3)no2)cc([N+](=O)[O-])c1	u	-8	x	x	x	-17
CC(C)(C)c1[nH]nc2c1C(c1ccccc1OC(=O)N1CCOCC1)C(C#N)=C(N)O2 (stereo unspecified)	-8	-4	x	x	x	7
CCc1ccc(C=NC23CN4CN(CN(C4)C2)C3)s1	0	1	x	x	x	5
O=C(c1cccs1)c1ccc(-c2cccs2)s1	-48	-2	x	x	x	-4
COc1cc(CN2CC(C)OC(C)C2)cc(OC)c1 (stereo unspecified)	4	2	x	x	x	17
c1ccc(NCc2nnc3n2CCCCC3)cc1	-4	-2	x	x	x	-2
CCC(Sc1nnc2c3ccccc3n(CC)c2n1)C(=O)Nc1sc2c(c1C#N)CCCC2 (stereo unspecified)	9	-5	x	x	x	-9
O=C(O)CCc1ccc(S(=O)(=O)NCCc2ccccc2)cc1	-4	-2	x	x	x	13
Brc1ccc(-c2nc3ncccn3c2Nc2ccc3c(c2)OCCO3)o1	9	2	x	x	x	14
CC(C)C(NC(=O)C1CCC(C(C)(C)C)CC1)C(=O)NCc1cccnc1 (stereo unspecified)	-5	-2	x	x	x	-3
COc1ccccc1C(=O)NCCn1cc(SCC(=O)Nc2cc(C)on2)c2ccccc21	12	10	x	x	x	-18
CCOCCCNC(=O)CN1C(=O)C(CC)Oc2ccccc21 (stereo unspecified)	5	-5	x	x	x	12
Cc1[nH]nc2c1C(c1ccsc1C)C(C#N)=C(N)O2 (stereo unspecified)	-3	0	x	x	x	-16
CC1CN(C(=O)c2ccc3c(c2)OCO3)CC(C)O1 (stereo unspecified)	-1	1	x	x	x	26
Cc1ccc(S(=O)(=O)N2CCN(C(=O)C3COc4ccccc4O3)CC2)cc1C (stereo unspecified)	-2	6	x	x	x	-17
Cn1c(SCC(N)=O)nnc1-c1ccccc1	-3	-2	x	x	x	10
CSc1ccc(CN(C)CC(=O)NC(=O)NC(C)(C)C)cc1	1	-3	x	x	x	-3
CC1(C)NC(=O)N(CCCOc2ccc(Br)cc2Cl)C1=O	15	0	x	x	x	-7
Cn1cccc1CNC(=O)Nc1ccc(Cl)c(Cl)c1	2	-2	x	x	x	-23
CCN1CCN(CC(=O)Nc2sc3c(c2C#N)CCC(C)C3)CC1 (stereo unspecified)	-8	-15	x	x	x	-2
CCOC(=O)c1ccc(-c2ccc(CO)o2)cc1	38	-1	x	x	x	-1
C/C(CC(O)c1ccc2ccccc2n1)=N/O (stereo unspecified)	4	0	x	x	x	10
C(=C\c1ccccc1)/CSc1nnc(-c2ccccc2)n1Cc1ccco1	-6	1	x	x	x	-47

Carrying on.
SMILES	esBAF inh	ARNT TACC3 PPI	ERAP1 inh	RAD52 inh	F508del corr	INS-1E GSIS act
COc1ccc(Br)cc1S(=O)(=O)N(CC(=O)N1CCOCC1)c1ccccc1	-3	-2	x	x	x	7
CC(=C\C(=O)O)/C(=C/c1ccccc1)C(=O)O	10	-8	x	x	x	12
CC(C)OCCCNC(=O)c1cccs1	4	8	x	x	x	7
CCOC(=O)c1c(NC(=O)CSc2nnc(CNc3ccc(F)cc3)o2)sc(C(C)=O)c1C	11	0	x	x	x	-4
O=C(Nc1ccc(S(=O)(=O)N2CCc3ccccc3C2)cc1)c1ccccc1	0	7	x	x	x	-22
COc1cc2c(cc1OC)C(C(=O)Nc1cccc(C)n1)C(c1cccnc1)N(C)C2=O (stereo unspecified)	-14	-5	x	x	x	0
CC(=O)Nc1ccc(C)cc1NC(C)=O	-3	-2	x	x	x	1
C#CCSc1nnc(-c2cccc3ccccc23)o1	-2	36	x	x	x	-14
COc1ccc(S(=O)(=O)NCc2ccco2)cc1-c1nnc2c3ccccc3c(C)nn12	3	-4	x	x	x	15
Cn1c2ccc(F)cc2c2ncn(CCN3CCOCC3)c(=O)c21	2	2	x	x	x	8
CN1CCN(c2ccc([N+](=O)[O-])cc2NC(=O)c2ccccc2)CC1	-2	-1	x	x	x	10
Cc1cc(C)nc(N2CCCC(C(=O)Nc3ccc4c(c3)OCO4)C2)n1 (stereo unspecified)	-4	1	x	x	x	1
COc1ccc2nc(NC(=O)CSc3nnc(C)s3)sc2c1	-4	4	x	x	x	12
CCOC(=O)/C=C1\CC(=O)Nc2cc(C)c(C)cc2N1	4	5	x	x	x	-1
CCOC(=O)C1=C(C)NC2=C(C(=O)CC(C)(C)C2)C1c1ccc(N(C)C)cc1 (stereo unspecified)	0	0	x	x	x	6
COc1ccc(C(=O)/C=C\N2CCOCC2)cc1	13	-9	x	x	x	5
Cc1ccc(N(CCC#N)C(=O)CSc2ccc3c(c2)OCCO3)cc1	1	-1	x	x	x	15
O=C(CN1CCN(c2nc(-c3ccc(F)cc3)cs2)CC1)NCc1ccc2c(c1)OCO2	4	6	x	x	x	-22
COCCn1nnnc1CN(CCc1ccccc1)Cc1cc2cc(OC)ccc2[nH]c1=O	0	9	x	x	x	3
O=C(C1CCCCC1)N1CCN(c2ncccn2)CC1	2	-15	x	x	x	24
CCCCCOC(=O)C1=C(C)Nc2nnnn2C1c1ccccc1Cl (stereo unspecified)	-2	-5	x	x	x	-23
COC(=O)Nc1ccc(S(=O)(=O)N2CCCCC2C(=O)NCc2ccco2)cc1 (stereo unspecified)	-5	-21	x	x	x	6
O=C(CSCc1ccccc1)NC1CCSC1=O (stereo unspecified)	1	-3	x	x	x	-3
O=C1c2ccccc2C(=O)N1Cc1nc(-c2ccccc2)no1	-5	0	x	x	x	4
Cc1ccc(S(=O)(=O)Nc2ccc(=O)n(Cc3ccc(Cl)c(Cl)c3)c2)cc1	-26	5	x	x	x	-31

Next section.
SMILES	esBAF inh	ARNT TACC3 PPI	ERAP1 inh	RAD52 inh	F508del corr	INS-1E GSIS act
Cc1cc(NC(=O)CN2CCCCCCC2)no1	-8	-8	x	x	x	-1
O=C(C1CC(=O)N(c2ccccc2)C1)N1CCN(C2=NS(=O)(=O)c3ccccc32)CC1 (stereo unspecified)	-15	0	x	x	x	13
COc1ccc(-c2cc3ccccc3oc2=O)cc1NC(=O)c1ccc([N+](=O)[O-])o1	42*	3	x	x	x	-4
CN(C)N=Nc1ccc(S(=O)(=O)N2CCSC2C(=O)O)cc1 (stereo unspecified)	-2	-10	x	x	x	-1
COCCCNC(=O)c1cc(C)nc2ccc(F)cc12	-7	3	x	x	x	5
COc1ccc(NS(=O)(=O)c2ccc(NS(C)(=O)=O)cc2)cc1	4	-6	x	x	x	1
Cc1ccc(CS(=O)(=O)CCC(=O)NCc2ccc3c(c2)OCO3)cc1	-6	-3	x	x	x	1
O=C(c1ccco1)N1CCN(CCOCCOc2cccc3ccccc23)CC1	3	3	x	x	x	-13
CN(C)CC(=O)N[C@@H]1C[C@@H]2O[C@H](CO)CC[C@@H]2O[C@@H]1CCc1ccc(C#Cc2ccccc2)cc1	x	x	0	11	-3.4	x
O=C(C1=C[C@@H](c2ccccc2)C[C@@H](OCc2ccc(CO)cc2)O1)N1CCCC1	x	x	-1	8	-0.2	x
CCCc1cn([C@H]2C[C@@H]3O[C@H](CO)CC[C@@H]3O[C@@H]2CCc2ccc(-c3ccc(OC)cc3)cc2)nn1	x	x	-1	-4	0.0	x
Cc1ccc(S(=O)(=O)N2C[C@H]3O[C@H](CNS(=O)(=O)c4ccccc4C)CC[C@H]32)cc1	x	x	3	-24	-1.3	x
O=C(N[C@H]1C[C@@H]2O[C@@H](CO)CC[C@@H]2O[C@@H]1CCc1ccc(-c2cccnc2)cc1)c1cccc(F)c1	x	x	2	10	0.7	x
CO[C@@H]1CN(C)C(=O)c2ccc(NC(=O)CC(F)(F)F)cc2OC[C@H](C)N(C(=O)C2CCOCC2)C[C@H]1C	x	x	-2	-58	-7.6	x
C=C1C(=O)O[C@H]2[C@@H]1CC/C(CO)=C\CC[C@@]1(C)O[C@@H]21	x	x	-1	-1	-6.6	x
C=CCOC(=O)[C@@]12O[C@]3(COC[C@H](c4ccccc4)N3C1=O)[C@@H]1C(=O)N(c3ccccc3)C(=O)[C@@H]12	x	x	-2	0	-0.3	x
